Bioassay records (PubChem)
Statin myotox sup = protects C2C12 myotubes from simvastatin toxicity. ATP luminescence, 48 h; scaled: DMSO 0, geranylgeraniol control 100. rescue of ATP level, % at 7.49 µM. 330,000 compounds, 0.78% hits;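 active means mean ATP rescue above about 67%, or every replicate alone reaching that limit, limit read from the data, passing the limit was not always enough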;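 further: myotubes were challenged with 10 µM simvastatin during compound exposure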
Cneo AK release = causes C. neoformans cell lysis | 360,000 compounds, 0.2% hits | lysis activity, % at 15 µM | adenylate kinase release luminescence, 4 h; normalised: neutral wells 0, clomiphene wells 100;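 active means mean lysis activity across replicates of at least 80%, whatever share of replicates individually reach that level; inactive means mean lysis activity below 80%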
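Material: C. neoformans cells; Schedule: 4 h static compound exposure, 37 °C, read 1 h post-reagent; Measured by: adenylate kinase release luminescence; Read-out: signal increase indicating cell lysis; Controls: Clomiphene as positive lysis control.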
ERp5 block = blocks human ERp5 reductase activity on insulin; ERp5 insulin aggregation, absorbance 650 nm, 90 min; Q15084; 350,000 compounds, 0.05% hits; AID 651711; inhibition, % at 9.99 µM;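 active means mean replicate inhibition above about 25%, with every replicate also reaching it, limit read from the data, passing the limit was not always enough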
Target sequence (Q15084 whole entry, looked up): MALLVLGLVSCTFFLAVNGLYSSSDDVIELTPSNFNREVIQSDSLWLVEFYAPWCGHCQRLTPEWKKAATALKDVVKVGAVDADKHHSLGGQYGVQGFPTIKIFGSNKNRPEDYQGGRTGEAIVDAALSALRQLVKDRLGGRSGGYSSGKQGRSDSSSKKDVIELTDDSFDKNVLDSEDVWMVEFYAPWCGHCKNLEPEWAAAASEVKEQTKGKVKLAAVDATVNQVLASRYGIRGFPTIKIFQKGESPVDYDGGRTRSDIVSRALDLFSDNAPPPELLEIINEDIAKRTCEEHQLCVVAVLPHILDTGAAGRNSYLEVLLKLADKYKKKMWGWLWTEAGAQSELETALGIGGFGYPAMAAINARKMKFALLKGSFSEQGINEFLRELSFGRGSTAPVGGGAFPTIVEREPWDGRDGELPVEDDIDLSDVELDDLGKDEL
esBAF inh = inhibitors of esBAF chromatin remodeling in mouse ES cells; reporter increase, % at 12.5 µM; 350,000 compounds, 2% hits; Bmi1-luciferase knock-in reporter, 24 h; 100% = twice the neutral-well signal; in the data active means activation above about 40%;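 further: 0% = median of the plate's neutral control wells and 100% = double that signal; a rise in the Bmi1 reporter signal indicates esBAF inhibition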
miR-122 sensor = blocks miR-122 activity in Huh7 sensor cells; Huh7 miR-122 Renilla luciferase sensor, 48 h; neutral wells = 0, positive control = 100; activation (reporter increase), % at 12.5 µM; 340,000 compounds, 0.3% hits;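 active means mean replicate activation score at least 90 and every replicate individually at or above 90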;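 further: higher luciferase means less miR-122 activity so hits act as miR-122 inhibitors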
ARNT-TACC3 inh = disruptors of human ARNT/TACC3 interaction | AlphaScreen His-ARNT PAS-B/GST-TACC3 binding, luminescence; TACC3 fragment carries E629A point mutation | inhibition, % at 9.99 µM | 390,000 compounds, 0.66% hits;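 active means mean inhibition of replicates at least 50% and at least half of replicates each reaching 50%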;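 further: 0% = complete ARNT plus TACC3 wells and 100% = ARNT alone without TACC3; many hits fall short of the cut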
SIRT5 block = inhibitors of human sirtuin-5 desuccinylase; Q9NXA8; Purified SirT5, succinyl-peptide AMC, trypsin-coupled fluorescence; inhibition, % at 15 µM; 330,000 compounds, 1.1% hits; AID 652115; in the data active means inhibition above about 15%
Target sequence (Q9NXA8 whole entry, looked up): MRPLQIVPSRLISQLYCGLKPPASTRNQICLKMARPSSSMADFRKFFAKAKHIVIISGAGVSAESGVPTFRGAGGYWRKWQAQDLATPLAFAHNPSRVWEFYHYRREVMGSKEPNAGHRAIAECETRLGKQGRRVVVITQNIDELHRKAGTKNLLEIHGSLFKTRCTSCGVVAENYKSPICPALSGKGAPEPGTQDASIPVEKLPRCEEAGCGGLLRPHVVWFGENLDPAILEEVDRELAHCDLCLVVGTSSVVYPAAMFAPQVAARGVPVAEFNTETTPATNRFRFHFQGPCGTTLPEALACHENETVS
Numbers without * were called inactive; . = not tested or not shown; & = joins results of further samples; [ ] = dose if it differs, or a comment.

SMILES	Statin myotox sup	Cneo AK release	ERp5 block	esBAF inh	miR-122 sensor	ARNT-TACC3 inh	SIRT5 block
COc1cccc(-c2cn(CC[C@H]3CC[C@H](NC(C)=O)[C@H](CO)O3)nn2)c1	-7.7	0.4	-1.4	0.2	.	-6.1	-8.1
C[C@@H]1CCCCO[C@@H](CN(C)C(=O)c2ccccc2)[C@@H](C)CN([C@H](C)CO)C(=O)c2cc(NC(=O)Nc3ccccc3)ccc2O1	.	7.0	-0.4	-1.6	-1.4[16.7 µM]	-13.4	4.9
CC(=O)c1ccc(S(=O)(=O)N2CCN(CC(=O)Nc3ccccc3C(=O)NC3CC3)CC2)cc1	-7.3	-1.1	2.8	11.0	-2.5	-1.9	0.8
COc1ccc(CNS(=O)(=O)CCNC(=O)c2ccccc2)cc1	.	.	5.2	.	.	-2.8	-1.0
C[C@@H]1CN([C@H](C)CO)C(=O)Cc2cc(NS(=O)(=O)c3ccc(F)cc3)ccc2O[C@@H]1CN(C)S(=O)(=O)c1ccc(Cl)cc1	-0.9	-2.6	.	-2.8	2.6[16.7 µM]	-1.8	.
Cc1ccc(-c2cn(C[C@H]3CC[C@@H]([C@@H]4CC[C@H](Cn5cc(-c6ccc(C)cc6)nn5)O4)O3)nn2)cc1	3.0	0.3	3.1	-2.3	-0.7	-10.8	.
CCN(CC)S(=O)(=O)c1ccc(Cl)c(C(=O)NCc2ccco2)c1	.	.	-0.7	.	.	-5.9	-7.6
C=CC(=O)Nc1sc2c(c1C(N)=O)CCCC2	-17.9	-1.8	-2.6	-11.9	.	-3.6	.
COc1ccc(NC(=O)C(c2ccc(C)cc2)N(C)C(=O)c2ccc(=O)[nH]c2)cc1 (stereo not drawn)	.	-2.2	.	.	-0.8	-22.3	.
O=C(NC1CCCC1)[C@H]1[C@H](CO)[C@H]2Cn3c(ccc(-c4cccnc4)c3=O)[C@@H]1N2CC1CC1	-8.8	0.2	13.9	3.3	-8.4[16.7 µM]	-7.5	-4.4
O=C(CN1CCN(c2ccccn2)CC1)Nc1ccc(F)cc1F	-23.3	-0.2	-3.9	24.4	.	-6.2	-1.7
COc1cc(NC(=O)c2cc(C(C)C)on2)cc(OC)c1OC	-1.6	-0.3	0.8	-1.0	0.5	-5.9	0.4
C[C@@H]1CCCCO[C@H](CN(C)C(=O)Cc2ccccc2)[C@H](C)CN([C@H](C)CO)C(=O)c2cc(NS(=O)(=O)c3cccs3)ccc2O1	.	3.4	4.1	1.8	-3.6[16.7 µM]	-23.9	2.9
CCc1cnc(N2[C@H](CO)[C@H](c3ccccc3)[C@@H]2C#N)s1	1.4	3.7	0.9	4.8	.	-2.0	-0.2
CCOC(=O)c1cc(C#N)c(N)nc1C	11.2	-2.3	.	-5.0	-6.4	-10.4	.
COc1ccccc1/C=C/C=N/NC(=O)CCn1cnc2ccccc21	.	-2.8	-0.2	.	.	10.4	2.2
O=C([C@@H]1[C@@H](CO)[C@@H]2Cn3c(ccc(-c4ccccc4)c3=O)[C@H]1N2)N1CCCCC1	-2.2	53.5	-2.9	0.7	.	17.7	-28.7
COc1ccccc1CNC(=O)COc1ccc([N+](=O)[O-])cc1	.	.	2.2	.	.	0.5	-4.2
COc1ccccc1NC(=O)c1cccc(NC(=O)c2ccco2)c1	-28.4	-1.8	.	4.8	-5.9	3.6	.
Nc1nonc1-n1nnc(C(=O)N/N=C/c2ccccc2Cl)c1-c1ccc2c(c1)OCO2	-1.1	1.0	-1.0	-0.1	7.2	4.0	-2.8
COc1cccc(C(=O)NNC2=CC(=O)CC(C)(C)C2)c1	-1.9	1.4	.	2.7	4.9	-8.9	.
COc1ccc(NC(=O)N(C)C[C@H]2OCCCC[C@H](C)Oc3ccc(NC(=O)CCCN(C)C)cc3C(=O)N([C@@H](C)CO)C[C@@H]2C)cc1	.	1.4	-1.4	-3.0	-0.4[16.7 µM]	18.8	-5.7
O=C1CC(c2ccc(Cl)cc2)CC(=O)C1CS(=O)(=O)c1ccccc1 (stereo not drawn)	.	.	8.3	.	.	-5.3	-2.9
O=C1[C@@H]2Cc3c([nH]c4ccccc34)C(c3cccc([N+](=O)[O-])c3)N2C(=O)CN1CCCO (stereo partly drawn)	37.6	-0.2	-2.0	-1.7	5.8	8.8	-5.1
O=C(Cc1ccccc1)NNC(=O)c1cnccn1	3.2	.	3.5	-0.2	-9.3	11.8	-0.4
C[C@H]1CN([C@@H](C)CO)C(=O)c2c(c3ccccc3n2C)-c2ccccc2CO[C@H]1CN(C)C(=O)CCN(C)C	-1.9	45.5	1.8	-3.7	.	9.2	0.3
COC(=O)N1CCN(CCc2ccccc2)CC1	2.8	-11.0	9.5	-4.3	4.1	0.1	-3.5
COc1ccc(NC(=O)Nc2ccc3c(c2)C(=O)N([C@H](C)CO)C[C@@H](C)[C@H](CN(C)C(=O)Nc2c(C)noc2C)O3)cc1	-4.6	-2.6	-0.6	3.8	-2.1[16.7 µM]	-4.8	0.9
Cc1ccc(-n2cc(C(C)(C)C)[nH]c2=S)cc1	-3.9	5.7	.	7.2	5.3	3.2	.
NCC[C@H]1CC[C@@H](NC(=O)Cc2ccncc2)[C@H](CO)O1	-6.6	-3.6	-1.1	-14.4	.	.	14.1
CCOC(=O)c1ccc(NC(=O)COC(=O)c2cccc(Oc3ccccc3)c2)cc1	.	.	-5.9	.	.	0.2	9.5
O=C(NCC[C@H]1CC[C@@H](NC(=O)C2CCOCC2)[C@@H](CO)O1)Nc1ccc(Cl)cc1	-7.7	-5.2	-0.2&6.5	2.1	.	.	-2.4
COc1ccc(-c2nc3ccccc3c(=O)n2NC(=S)N(C)C)cc1	.	0.3	.	.	-0.1	-1.6	.
C=C1N(c2ccccc2)C(=O)OC1(C)C	-5.2	.	.	2.8	-11.2	-8.5	.
NC(=S)N/N=C/c1ccccc1[N+](=O)[O-]	.	.	-3.9	.	.	-1.9	-2.0
CCc1ccc(NC(=O)C2CCCN2S(=O)(=O)c2ccc3c(c2)C(C)(C)C(=O)N3C)cc1 (stereo not drawn)	-5.3	0.0	-7.3	11.8	3.4	.	.
CC(=O)Nc1ccc(S(=O)(=O)NCCC(=O)Nc2ccc(C)c(F)c2)cc1	-1.8	8.5	-6.9	-4.6	10.4	-3.0	-2.2
CCOc1ccc(CNc2ccc(S(N)(=O)=O)cc2)cc1	.	.	-8.9	.	.	-12.0	1.8
COc1ccccc1N1CCN(C(=O)C2CCCN(S(=O)(=O)c3ccc4c(c3)CCCN4C(C)=O)C2)CC1 (stereo not drawn)	-9.2	0.4	-4.4	-10.2	-4.0	-11.5	0.6
Cc1ccccc1N1CCN(C(=O)[C@@H]2CCCN2C2=NS(=O)(=O)c3ccccc32)CC1	-2.2	.	0.6	1.7	.	.	-1.9
Cc1cc2cc(C(=O)N3CCc4c([nH]c5ccccc45)C3c3ccccn3)ccc2o1 (stereo not drawn)	63.0	6.7	6.3	0.7	2.1	3.8	1.1
CCOC(=O)c1cncc(NC(=O)c2ccccc2)c1	95.4*	-2.6	.	-4.9	-5.0	17.0	.
Cc1ccc(S(=O)(=O)Nc2cccc3c2O[C@@H](CN(C)C(=O)Nc2c(C)noc2C)[C@@H](C)CN([C@H](C)CO)C3=O)cc1	15.5	-2.8	-4.4	1.1	-1.2[16.7 µM]	.	-2.1
O=C(NCN1CCCCC1)c1cccnc1	.	2.2	.	-1.4	-4.0	6.1	.
O=C(/C=C/c1ccc(Cl)cc1)NCc1cccs1	.	6.0	.	.	7.6	-1.0	.
C=Cc1ccc(C(=O)N2CCCC(Nc3ccc4c(c3)OCCO4)C2)cc1 (stereo not drawn)	-9.2	0.5	9.2	-8.1	.	4.8	-0.4
O=c1oc2cc(O)ccc2c2ccccc12	8.9	-1.8	.	-8.8	0.4	-12.0	.
COC(=O)CC1COc2ccccc2N1C(=O)c1cccc(Cl)c1 (stereo not drawn)	6.2	-1.3	.	-1.2	13.2	-6.0	.
COc1ccc2c(C(=O)c3ccc(C)cc3)n(CCC(N)=O)[n+]([O-])c2c1	4.2	-0.6	-3.1	-3.9	-0.7	.	0.9
CCOc1ncccc1C(=O)NNC(=O)c1ccccc1-n1cccc1	.	2.1	-4.1	.	.	-11.8	0.8
CC12CN(C(=O)c3ccco3)CC(c3ccccc3)(CN(C(=O)c3ccco3)C1)C2=O	11.0	7.9	.	1.0	2.3	-0.4	.
C=CCCC(=O)N1C[C@@H](CO)[C@@H](NC)C[C@H]1c1ccccc1Br	0.3	1.8	8.5	5.0	-1.7	.	0.9
COc1ccc(S(=O)(=O)Nc2ccc3c(c2)C(=O)N([C@@H](C)CO)C[C@@H](C)[C@@H](CN(C)Cc2ccc4c(c2)OCO4)O3)cc1	16.8	44.1	-3.4	-2.4	-0.7[16.7 µM]	-7.6	1.8
O=C(COC(=O)CCC(=O)c1cccs1)Nc1ccccc1[N+](=O)[O-]	.	.	-1.8	.	.	-12.7	-9.5
CC1=C(C(=O)N(C(C)C)C(C)C)CC(CC(=O)NCCCCc2ccccc2)C(=O)N1Cc1ccc(C(C)(C)C)cc1 (stereo not drawn)	7.5	2.0	-0.1	-1.3	-7.4	.	3.1
COc1ccc(-c2cc(C(=O)N/N=C(\C)c3cccnc3)c3ccccc3n2)cc1	4.8	-2.8	0.7	33.5	9.2	-2.2	-3.6
CCOC(=O)N1CCN(C(=O)CNC(=O)c2ccc(Br)o2)CC1	-4.6	1.0	3.8	0.5	-5.3	-6.6	1.7
COCC(=O)Nc1ccc2c(c1)OC[C@@H](C)N(C(=O)COC)C[C@H](C)[C@@H](OC)CN(C)C2=O	12.6	-0.8	-0.6	-9.7	.	-14.3	.
FC(F)Oc1ccc(C2N=C(c3ccccc3)NO2)cc1 (stereo not drawn)	.	-1.8	2.4	.	-0.6	-3.9	-1.1
CCN(CC)S(=O)(=O)c1cccc(C(=O)NCc2ccccc2)c1	.	.	1.3	.	.	-3.3	2.3

Overlap with the part before: 6 compounds, followed by the next part.
SMILES	Statin myotox sup	Cneo AK release	ERp5 block	esBAF inh	miR-122 sensor	ARNT-TACC3 inh	SIRT5 block
CC1=C(C(=O)N(C(C)C)C(C)C)CC(CC(=O)NCCCCc2ccccc2)C(=O)N1Cc1ccc(C(C)(C)C)cc1 (stereo not drawn)	7.5	2.0	-0.1	-1.3	-7.4	.	3.1
COc1ccc(-c2cc(C(=O)N/N=C(\C)c3cccnc3)c3ccccc3n2)cc1	4.8	-2.8	0.7	33.5	9.2	-2.2	-3.6
CCOC(=O)N1CCN(C(=O)CNC(=O)c2ccc(Br)o2)CC1	-4.6	1.0	3.8	0.5	-5.3	-6.6	1.7
COCC(=O)Nc1ccc2c(c1)OC[C@@H](C)N(C(=O)COC)C[C@H](C)[C@@H](OC)CN(C)C2=O	12.6	-0.8	-0.6	-9.7	.	-14.3	.
FC(F)Oc1ccc(C2N=C(c3ccccc3)NO2)cc1 (stereo not drawn)	.	-1.8	2.4	.	-0.6	-3.9	-1.1
CCN(CC)S(=O)(=O)c1cccc(C(=O)NCc2ccccc2)c1	.	.	1.3	.	.	-3.3	2.3
CCC(=O)Nc1cccc(C(=O)/C=C/c2ccccc2)c1	-0.6	-1.4	.	8.4	-35.9	5.9	.
CN1C(=O)c2cc(NC(=O)NC3CCCC3)ccc2OC[C@@H]2O[C@@H](CC(=O)NCC3CC3)CC[C@@H]21	14.7	-0.6	-2.7	2.3	20.0[16.7 µM]	6.3	2.2
Cc1ccccc1N(C(=O)Cc1c[nH]c2ccccc12)C(C(=O)NC1CCCCC1)c1ccco1 (stereo not drawn)	.	-1.2	.	.	3.0	1.6	.
O=C(COC(=O)C1=COCCO1)NCc1ccc(Cl)cc1Cl	-0.2	-0.7	2.0	-2.6	1.1	.	.
Cc1c(-n2c(O)c(C3=c4ccccc4=NC3=O)sc2=O)c(=O)n(-c2ccccc2)n1C	.	.	3.3	.	.	-8.7	-2.7
C=CCn1c(N2CCOCC2)nc2c1c(=O)[nH]c(=O)n2C	.	.	-0.3	.	.	-2.6	-1.5
COc1ccccc1-c1ccc2c(c1)C(C)(Cc1ccc(Cl)c(Cl)c1)C(=O)N2 (stereo not drawn)	23.4	-6.6	-5.0	21.3	-6.1	.	-0.6
Cn1cc(Cl)c(-c2nc3ccccc3[nH]2)n1	-8.2	1.4	.	17.2	0.8	.	.
